RGS4-Gao reg – modulates binding of RGS4 to human Galphao. P09471. Multiplexed bead flow cytometry; actives lie on both sides. binding response (% of control), % at 10 µM. 0.33% of 220,000 active; in the data active means binding response below about 49% or above about 150%; inactive means in between;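 further: fluorescent Galphao activated with aluminum fluoride binding bead-coupled RGS4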
Bfl-1 Bim block – human Bim-Bfl-1 interaction inhibition | inhibition, % at 10 µM | Bead-based flow cytometry, Bim-Bfl-1 binding inhibition | AID 1008 | 0.12% of 190,000 active;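 further: 0% = wells without compound plus tracer and 100% = blocker peptide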
RGS7-Gao reg – regulators of human RGS7-Galphao interaction; P09471; Multiplexed bead flow cytometry, RGS7-Galphao binding; actives lie on both sides; binding response (% of control), % at 10 µM; 0.35% of 220,000 active; AID 1439; in the data active means binding response below about 49% or above about 150%; inconclusive means no clear call, values can overlap the other calls; inactive means in between;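 further: fluorescent Galphao held in activated GDP-AlF4 state binding bead-coupled RGS7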
ABCB1 inh – blocks JC-1 efflux by human ABCB1 transporter. inhibition, % at 6.6 µM. 0.067% of 190,000 active. CCRF-Adr cells, flow cytometry. AID 1326; in the data active means inhibition above about 40%;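 further: 0% = vehicle and 100% = reference inhibitor; higher value means more JC-1 retained so stronger ABCB1 efflux block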
Bcl-XL Bim block – disrupts Bim peptide binding to human Bcl-XL. Q07817. bead flow cytometry, fluorescence. inhibition, % at 10 µM. 0.04% of 190,000 active. AID 1007
Target sequence (Q07817 whole entry, looked up): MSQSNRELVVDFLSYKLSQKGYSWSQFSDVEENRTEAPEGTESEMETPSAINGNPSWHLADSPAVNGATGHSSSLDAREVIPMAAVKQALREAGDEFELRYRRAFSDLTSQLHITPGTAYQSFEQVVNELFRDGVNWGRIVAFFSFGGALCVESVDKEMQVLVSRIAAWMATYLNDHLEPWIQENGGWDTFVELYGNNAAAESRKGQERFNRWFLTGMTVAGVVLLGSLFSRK
Avidin bead fluor – compound fluoresces at 488/530 nm on avidin beads | compound fluorescence 488/530 nm, flow cytometry; hits give high values | fluorescence (KMESF) at 10 µM | 0.38% of 220,000 active; in the data active means fluorescence above about 47; further: inactives centre near 10
Bcl-B Bim block – disrupts Bim peptide binding to human Bcl-B; inhibition, % at 10 µM; AID 951; bead-based flow cytometry; Q9HD36; 0.073% of 190,000 active;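 further: 0% = tracer peptide without compound and 100% = reference inhibitor peptide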
Target sequence (Q9HD36 whole entry, looked up): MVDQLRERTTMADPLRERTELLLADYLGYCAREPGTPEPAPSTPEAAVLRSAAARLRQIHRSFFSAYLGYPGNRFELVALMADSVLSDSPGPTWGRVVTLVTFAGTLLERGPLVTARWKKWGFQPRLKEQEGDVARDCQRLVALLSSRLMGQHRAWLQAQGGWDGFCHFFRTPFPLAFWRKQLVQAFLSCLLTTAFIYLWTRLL
Bim-Bcl-2 – inhibitors of Bim-Bcl-2 interaction, human; Bead-based flow cytometry, Bim peptide-Bcl-2 binding; P10415; 0.06% of 190,000 active; inhibition, % at 10 µM; in the data active means inhibition above about 40%; inconclusive means no clear call, values can overlap the other calls;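 further: 0% = no compound wells with probe peptide and 100% = reference peptide inhibitor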
Target sequence (P10415 whole entry, looked up): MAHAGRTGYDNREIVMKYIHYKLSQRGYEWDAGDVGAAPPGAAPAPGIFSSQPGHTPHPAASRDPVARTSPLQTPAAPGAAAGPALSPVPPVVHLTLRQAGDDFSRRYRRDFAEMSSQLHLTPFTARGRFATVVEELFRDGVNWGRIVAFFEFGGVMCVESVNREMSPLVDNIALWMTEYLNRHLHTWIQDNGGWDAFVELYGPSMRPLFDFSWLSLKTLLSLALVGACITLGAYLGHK
Bim-Bcl-W – inhibitors of Bim-Bcl-W interaction, human; bead-based flow cytometry, Bim peptide-Bcl-W binding; inhibition, % at 10 µM; 0.02% of 190,000 active; Q92843;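 further: 0% = bound tracer without compound and 100% = peptide blocker; higher means less fluorescent Bim peptide bound to Bcl-W beads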
Target sequence (Q92843 whole entry, looked up): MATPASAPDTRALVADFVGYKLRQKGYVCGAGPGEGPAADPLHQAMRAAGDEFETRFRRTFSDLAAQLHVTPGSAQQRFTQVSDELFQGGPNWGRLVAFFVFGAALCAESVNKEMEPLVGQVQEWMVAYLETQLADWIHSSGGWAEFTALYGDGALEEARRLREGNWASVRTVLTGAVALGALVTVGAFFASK
ABCG2 inh – inhibitors of human ABCG2 transporter, ABCB1 counter-screen. IgMXP3 cells, JC-1 efflux, flow cytometry. inhibition, % at 6.6 µM. 0.1% of 190,000 active. AID 1325;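 active means inhibition above 80%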;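 further: 0% = DMSO and 100% = nicardipine control wells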
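test system = two drug-resistant human cell lines, ABCG2 and ABCB1 | amount = 3 million cells/mL final, two lines in 1:1 ratio | reagent = JC-1 transporter substrate | doses = one concentration, 6.6 µM final | incubation = 10 min at 25 °C | signal = flow cytometric JC-1 green MFI at 530 nm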
GSH fluor – compound fluoresces at 488/530 nm on GSH beads. GSH beads flow cytometry, compound fluorescence 488/530 nm; hits give high values. fluorescence (KMESF) at 10 µM. 0.25% of 190,000 active. AID 1776; in the data active means fluorescence above about 89;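 further: glutathione beads carrying GST-tagged Bcl family fusion proteins plus one bare bead set; values are compound well signal with DMSO vehicle wells as background; inactives centre near 16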
Active calls of the source: *; ? = inconclusive. Unless noted, no stated cut-off is given here; in the data, active means inhibition above about 40%. Rows are unselected. About 1.3% of those tested had a hit in this group.

SMILES | RGS4-Gao reg | Bfl-1 Bim block | RGS7-Gao reg | ABCB1 inh | Bcl-XL Bim block | Avidin bead fluor | Bcl-B Bim block | Bim-Bcl-2 | Bim-Bcl-W | ABCG2 inh | GSH fluor
O=C(c1cnn2cccnc12)N1CCN(c2ccccc2)CC1 | 99 | -5 | 101 | 0.1 | -5 | 10 | -6 | -3 | -2 | 3 | 22
COc1ccccc1-n1c(SCC(N)=O)nnc1-c1ccc(S(=O)(=O)N2CCCCC2)cc1 | 97 | -11 | 98 | 1.5 | 0 | 4 | -5 | -8 | -2 | 11 | 29
Cc1ccc(C)c(N2CCN(C(=O)c3ccc(NS(=O)(=O)c4c(C)noc4C)cc3)CC2)c1 | 102 | -13 | 102 | 0.7 | -5 | 12 | -8 | -11 | -1 | 16 | 31
COc1ccc(C2CC(c3c(O)cc(C)oc3=O)=NCCS2)c(OC)c1 (stereo not given) | 101 | -2 | 98 | 0.8 | -3 | 13 | -6 | 1 | 0 | 3 | 16
Cc1ccc(NC(=O)COC(=O)[C@H](C)N2C(=O)C3CC=CCC3C2=O)cc1S(=O)(=O)N(C)C (stereo not given in full) | 83 | -2 | 100 | -0.2 | -6 | 9 | -1 | -3 | -4 | -1 | 11
Clc1ccc(CSc2nccn2Cc2ccccc2)cc1 | 104 | 4 | 100 | 0.0 | 0 | 14 | -2 | 0 | 1 | 0 | 22
Cc1ccc(S(=O)(=O)N(C)c2cc(S(N)(=O)=O)c(C)cc2C)cc1 | 95 | -7 | ? | 0.1 | -5 | 11 | -8 | -5 | -7 | 1 | 16
O=C(N/N=C/c1ccc(Sc2ccccn2)o1)c1cc2ccccc2cc1O | 103 | -8 | 102 | 0.8 | -3 | 17 | -4 | -4 | 0 | -1 | 33
O=C(NC(=S)Nc1ccccc1N1CCCC1)c1cccc(F)c1 | 101 | -5 | 100 | 0.2 | -3 | 8 | -5 | -6 | -2 | 4 | 17
O=C(N/C=C\c1ccccc1)NCc1ccc(Cl)cc1 | 101 | -3 | 101 | -0.3 | -1 | 36 | 0 | -8 | -3 | -1 | 11
Cc1ccnc(NC(=O)COc2c(C)cc(C)cc2[N+](=O)[O-])c1 | 99 | -3 | 99 | 0.4 | -5 | 4 | -6 | -5 | -3 | 1 | 9
Cc1cccc(-c2noc(CN(C(=O)C(c3ccccc3)c3ccccc3)C(C)C)n2)c1 | 100 | -12 | 99 | 1.3 | -3 | 6 | -7 | -10 | -1 | 5 | 18
CCOC(=O)c1c(C)[nH]c(C(=O)Cn2nnc(-c3ccccc3)n2)c1C | 105 | -12 | 105 | 0.2 | -2 | 18 | -3 | -6 | 3 | 2 | 265*
CCOC(=O)N1C2C=C(C)[C@@H]2[C@@H]2CC(=O)N21 (stereo not given in full) | 104 | -3 | 105 | 0.8 | -7 | 11 | -4 | 1 | -2 | -3 | 22
Cc1cc(-c2ccccc2)c2c3c(cn2n1)c(=O)n(C)c(=O)n3C | 105 | -7 | 106 | 0.6 | -2 | 7 | -7 | -3 | -1 | 3 | 16
COc1c(C(=O)Nc2ccc(Cc3ccncc3)cc2)ccc2ccccc12 | 103 | -7 | 103 | 1.1 | -5 | 22 | -9 | -6 | -2 | 5 | 14
O=[N+]([O-])c1cccc(/C=N/NC2=NS(=O)(=O)c3ccccc32)c1 | 104 | -7 | 104 | 0.2 | 0 | 19 | -1 | -2 | -1 | 0 | 10
COc1ccc(C)cc1N(CC(=O)N/N=C/c1ccc2c(c1)OCO2)S(C)(=O)=O | 104 | -5 | 97 | 0.5 | 0 | 14 | -6 | -3 | 0 | 10 | 13
O=C(Cc1ccccc1)NCCn1ccc2ccccc21 | 105 | -4 | 102 | 0.1 | 0 | 9 | 0 | -4 | 5 | 2 | 20
Cc1cc(O)c(C(C)C)cc1NC(=O)c1ccccc1Cl | 102 | 0 | 100 | 0.1 | -2 | 17 | -3 | 0 | 1 | 0 | 22
COc1cc(CC(=O)Nc2nccs2)cc(OC)c1OC | 98 | 0 | 93 | 0.9 | 0 | 10 | 0 | 1 | 1 | 6 | 10
COCCCn1c(=S)[nH]c2c(sc3ccccc32)c1=O | 94 | 4 | 94 | -1.6 | -6 | 9 | -22 | 0 | 0 | -5 | 17
CN(C)S(=O)(=O)N1CCN(CC(O)COc2ccc(C(=O)c3ccccc3)cc2)CC1 (stereo not given) | 106 | -4 | 104 | 0.5 | -2 | 23 | -4 | -7 | -3 | 19 | 25
COc1ccc(CCNC(=O)Cn2nc([N+](=O)[O-])c(Br)c2C)cc1OC | 105 | 19 | 109 | 1.1 | 21 | 12 | 11 | 16 | 15 | 9 | 10

Pulled by structure from the list above:
SMILES | RGS4-Gao reg | Bfl-1 Bim block | RGS7-Gao reg | ABCB1 inh | Bcl-XL Bim block | Avidin bead fluor | Bcl-B Bim block | Bim-Bcl-2 | Bim-Bcl-W | ABCG2 inh | GSH fluor
COCCCn1c(=S)[nH]c2c(sc3ccccc32)c1=O | 94 | 4 | 94 | -1.6 | -6 | 9 | -22 | 0 | 0 | -5 | 17
Cc1cc(O)c(C(C)C)cc1NC(=O)c1ccccc1Cl | 102 | 0 | 100 | 0.1 | -2 | 17 | -3 | 0 | 1 | 0 | 22

The list continues:
SMILES | RGS4-Gao reg | Bfl-1 Bim block | RGS7-Gao reg | ABCB1 inh | Bcl-XL Bim block | Avidin bead fluor | Bcl-B Bim block | Bim-Bcl-2 | Bim-Bcl-W | ABCG2 inh | GSH fluor
CC(C)CCn1cnc2c(cnn2-c2ccc(Cl)cc2)c1=O | 94 | -9 | 93 | 2.5 | -9 | 10 | -9 | -8 | -7 | 39 | 29
CCOC(=O)CN1C(=O)c2ccccc2C1=O | 98 | -14 | 100 | -0.5 | -6 | 13 | -15 | -10 | -5 | -2 | 32
CCOC(=O)COc1cccc2c(=O)n(CC(=O)N3CCC(C)CC3)ccc12 | 104 | -4 | 105 | 0.3 | -3 | 8 | -4 | -5 | -2 | 1 | 19
O=C(CSc1ccccn1)Nc1ccc(Br)cn1 | 97 | -21 | 98 | -0.1 | -11 | 14 | -8 | -10 | 0 | 34 | 34
O=C(NNC(=O)c1cccc(S(=O)(=O)N2CCN(c3ccccc3)CC2)c1)c1ccc(Cl)cc1 | 102 | -5 | 98 | -0.2 | -8 | 7 | -7 | -7 | -7 | 1 | 11
CCOC(=O)c1cnn(-c2ccccc2)c1-n1cccc1C(=O)C(=O)N(C)C | 104 | -4 | 98 | 0.1 | 0 | 10 | -3 | 0 | 0 | -1 | 12
CNC(=O)C(Sc1ccccc1)c1ccccc1 (stereo not given) | 110 | -19 | 108 | 0.0 | -7 | 31 | -9 | -10 | -3 | 2 | 24
COc1ccc(CC(=O)N2CCN=C2SC)cc1 | 101 | -12 | 103 | 0.7 | -3 | 6 | -5 | -8 | 0 | 1 | 25
COc1ccc(CN(C(=O)c2cnccn2)C(C(=O)Nc2ccc(F)cc2)c2ccccc2)cc1 (stereo not given) | 97 | -2 | 96 | 1.7 | -6 | 7 | -8 | 0 | -4 | 0 | 18
C=CC[n+]1c(C)csc1Nc1ccc(C(=O)O)cc1 | 105 | -2 | 100 | 0.0 | 1 | 7 | 1 | 2 | 2 | 1 | 10
COc1cccc(-n2nnc3c(=O)n(CC(=O)NC4CCCC4)cnc32)c1 | 100 | -9 | 100 | 0.5 | -1 | 4 | -10 | -10 | 3 | 2 | 53
CC(C)(C)n1nc2c(c1NC(=O)COc1ccc3ccccc3c1)CS(=O)(=O)C2 | 85 | 0 | 90 | 0.6 | 0 | 11 | 2 | 2 | 4 | 3 | 12
c1ccc2sc(NC3=NCN(Cc4ccc5c(c4)OCO5)CN3)nc2c1 | 108 | -11 | 112 | 0.8 | -2 | 19 | -5 | -6 | -3 | 5 | 28
O=C(Nc1ncc(Br)s1)C1CCCN1S(=O)(=O)c1cccc2cccnc12 (stereo not given) | 105 | -7 | 102 | -2.1 | -5 | 7 | -5 | -8 | -2 | -1 | 24
Cc1cccc(OCC(=O)N2CCN(C(=O)Cc3ccccc3)CC2)c1 | 103 | -6 | 102 | 0.3 | -3 | 14 | -6 | -5 | 3 | 1 | 31
O=C(Nc1ccc(S(=O)(=O)N2CCCCC2)cc1)c1cnccn1 | 106 | -9 | 109 | 0.1 | -5 | 11 | -6 | -5 | 1 | 1 | 13
COc1ccc(CCC(=O)N2CCc3ccccc32)cc1 | 98 | -1 | 98 | 0.1 | 0 | 10 | 3 | -2 | 0 | 3 | 11
COc1ccc(C(c2sc3nc(C)nn3c2O)N2CCN(Cc3ccccc3)CC2)cc1OC (stereo not given) | 101 | -6 | 97 | 0.2 | -1 | 8 | -1 | -2 | 1 | 1 | 21
CCc1ccc(N=c2c([N+](=O)[O-])nn(-c3ccccc3)n2O)cc1 | 96 | 0 | 98 | 0.0 | 1 | 11 | -2 | -1 | -2 | 0 | 24
COc1ccc(C(=O)CC(Nc2ccc([N+](=O)[O-])cc2)c2ccc(Cl)cc2)cc1 (stereo not given) | 92 | 1 | 98 | 0.2 | -5 | 13 | 0 | -1 | -2 | 1 | 33
COc1cc2c(cc1NC(=O)CSc1nc3cc(Cl)ccc3s1)oc1ccccc12 | 126 | 2 | 111 | -0.7 | 3 | 16 | 3 | 3 | 2 | -4 | 8
CCc1cccc2c(=O)c(C(=O)NCCN3CCOCC3)c[nH]c12 | 94 | -10 | 92 | 0.1 | 1 | 8 | -7 | -4 | 3 | 0 | 46
C/C(=N\OC(=O)c1ccccc1)c1c(C)nc2cc(C)ccn12 | 101 | 4 | ? | 0.9 | 4 | 14 | 9 | 0 | 0 | 3 | 15
COc1ccc(-c2[nH]ncc2/C=N/NC(=O)c2cc(Br)ccc2O)c(OC)c1 | 101 | 0 | 96 | -0.4 | -8 | 11 | -3 | -3 | -5 | -2 | 13
Cc1ccc2nc(-c3ccccn3)cc(C(=O)Nc3ccc4c(c3)OCO4)c2c1 | 100 | -2 | ? | 11 | 0 | 17 | 0 | -3 | 0 | 41 | 16
COc1ccccc1N1CCN(C(=O)/C=C/c2cccs2)CC1 | 102 | -6 | 112 | 1.4 | -7 | 30 | -7 | -5 | -2 | 11 | 11
O=C(C[n+]1cc2ccccc2c2ccccc21)c1ccccc1 | 98 | 6 | 96 | -0.2 | -2 | 11 | -1 | 0 | -1 | 0 | 74
CCN=c1scc(C)n1/N=C/c1ccsc1 | 103 | -15 | 104 | -0.6 | -6 | 13 | -12 | -12 | -1 | 0 | 29
Cc1ccc(-n2c(=O)cc(N3CC(C)CC(C)C3)[nH]c2=O)cc1 (stereo not given) | 108 | 0 | 109 | 0.9 | -3 | 21 | 2 | -1 | 2 | 5 | 12
COc1ccc(S(=O)(=O)NCc2ccc(C(=O)O)cc2)cc1 | 101 | 0 | 104 | 2.0 | -2 | 7 | -3 | -1 | -2 | 7 | 64
CCC(CC)NC(=O)COC(=O)CCC(=O)c1cccs1 | 102 | -6 | 100 | -0.1 | -5 | 11 | -4 | -5 | -3 | 0 | 12
CCC(C)OC(=O)n1ccc(C(=O)Nc2nccs2)n1 (stereo not given) | 104 | -2 | 109 | 0.9 | -6 | 30 | -1 | -13 | -7 | 56 | 28
CCn1c(SCC(=O)C(C)(C)C)nnc1-c1ccccn1 | 98 | -5 | 101 | 1.0 | 2 | 15 | -2 | -8 | -3 | 4 | 32
Cc1cc(-c2n[nH]c(=S)n2-c2ccccc2C)cs1 | 98 | 6 | 99 | -0.3 | -6 | 3 | -37 | 0 | -6 | 0 | 9

Screening data: PubChem BioAssay, NMMLSC
